KOR beta-arrestin-1: kappa opioid receptor blockers – cell-based, luminescence, uHTS (AID 1778); KOR beta-arrestin recruitment, luminescence, antagonist mode; higher % means a stronger effect; inhibition, % at 10 µM, or IC50 in µM where a hit was titrated; 0.091% of 290,000 active; also: strong numbers were not always called active
LYP inhibition: inhibitors of LYP phosphatase, biochemical, fluorescence intensity, uHTS (AID 1779); inhibition, % at 11.5 µM, or IC50 in µM where a hit was titrated; 0.054% of 290,000 active; recombinant LYP phosphatase, fluorescence intensity; higher % means a stronger effect;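 also: plate controls were vehicle with enzyme for no effect and no enzyme for full effect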
NOD1 inhibition: inhibition of NOD1-driven NF-kB reporter – cell-based, luminescence, uHTS, primary screen (AID 1578); NOD1-driven NF-kB luciferase reporter cells, luminescence; higher % means a stronger effect; inhibition, % at 4 µM; hits with a dose series show EC50 in µM; 1% of 290,000 active; in the data active = inhibition mostly above about 36%, no sharp cut-off; inactive = mostly below about 34%;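 also: HEK-293T reporter cells stimulated with the NOD1 agonist gamma-tri-DAP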
KOR beta-arrestin-2: kappa opioid receptor activators – cell-based, luminescence, uHTS, primary screen (AID 1777). KOR beta-arrestin recruitment, luminescence; higher % means a stronger effect. one-dose activation, % at 10 µM; EC50 in µM for titrated hits. 0.02% of 280,000 active; in the data active = activation above about 50%, passing the limit was not always enough; also: a part of the inactive calls stands beside numbers as strong as those of hits
XIAP displacement: small molecules displacing peptide from XIAP – biochemical, IAP family, fluorescence polarization (AID 1018) | XIAP BIR domain, fluorescence polarization peptide displacement; higher % means a stronger effect | displacement, % at 20 µM; hits with a dose series show IC50 in µM | 0.007% of 200,000 active; in the data active = displacement above about 50%; also: a part of the inactive calls stands beside numbers as strong as those of hits
human PMI inhibition: inhibitors of human PMI, primary screen, biochemical, fluorescence intensity, coupled assay (AID 1209); one-dose inhibition, % at 20 µM; IC50 in µM for titrated hits; 0.42% of 190,000 active; purified PMI enzyme, coupled fluorescence intensity; higher % means a stronger effect;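 also: plate controls were DMSO vehicle for no effect and wells lacking substrate for full effect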
human PMI inhibitors: human PMI inhibitors, high substrate, primary screen, biochemical, fluorescence intensity, high mannose 6-phosphate (AID 1220) | recombinant PMI enzyme, coupled fluorescence intensity; higher % means a stronger effect | one-dose inhibition, % at 20 µM; IC50 in µM for titrated hits | 0.66% of 190,000 active
HEK293 NOD2/NF-kB: NOD2 signaling inhibitors, cell-based, luminescence, uHTS, HEK293 (AID 1566). HEK293 NOD2/NF-kB luciferase reporter, luminescence; higher % means a stronger effect. inhibition, % at 4 µM; hits with a dose series show EC50 in µM. 0.63% of 290,000 active; also: many of its hits are not listed in these tables
TNAP activation fold: stimulation of alkaline phosphatase TNAP activity – biochemical, luminescent, no phosphate acceptor, uHTS, primary screen (AID 1001); purified TNAP, luminescent activation assay, no phosphate acceptor; higher activation fold means a stronger effect; activation fold at 20 µM; hits with a dose series show EC50 in µM; 0.03% of 200,000 active; in the data active = activation fold from about 3, or a potency from the dose series; inactive = the rest, 99 in 100 with activation fold below about 1.6; also: many of its hits are not listed in these tables
The depositor's hits bear a star; / = not tested or not shown; [ ] = dose if it differs, or a comment. Rule as the data show it, unless noted: active = inhibition above about 50%; inactive = the rest.

Every second line gives: KOR beta-arrestin-1	LYP inhibition	NOD1 inhibition	KOR beta-arrestin-2	XIAP displacement	human PMI inhibition	human PMI inhibitors	HEK293 NOD2/NF-kB	TNAP activation fold
(1) Cc1cc(C)n2nc(S(=O)(=O)NC3CCCCC3)nc2n1
    12%	-5%	5%	-1.9%	-1.8%	11%	12%	6%	1
(2) CC(C)c1ccc(C(C)NCCS(=O)(=O)c2ccc(Cl)cc2)cc1 (configuration not stated)
    -4%	-13%	10%	-5.0%	/	/	/	15%	/
(3) CC1(c2ccc(OCC#N)cc2)C=C(c2ccc(OCC#N)cc2)n2nc(C(F)(F)F)nc2N1 (configuration not stated)
    12%	-3%	-28%	-3.6%	-3.5%	1%	4%	-74%	1.1
(4) COc1cc(NC(=O)c2cccc([N+](=O)[O-])c2C)ccc1NC(=O)c1ccco1
    -4%	-10%	-26%	-4.0%	-0.2%	4%	3%	-16%	1
(5) O=S(=O)(Nc1cccc2ccccc12)c1ccccc1
    -11%	-5%	-7%	-1.0%	/	/	/	-16%	/
(6) COC(=O)CSc1nc(C)cc(N2CCOCC2)n1
    -30%	-9%	-45%	4.2%	-4.4%	-7%	-3%	-12%	1
(7) Cc1c(NS(=O)(=O)c2cc(C(=O)OCC(=O)N3CCC(C)CC3)ccc2Cl)c(=O)n(-c2ccccc2)n1C
    -28%	3%	-16%	0.6%	-3.4%	-6%	-10%	19%	1.1
(8) COc1ccc(CNC(=O)C(=O)NC2CCC(C)CC2)cc1 (configuration not stated)
    -4%	1%	-19%	-1.5%	-4.0%	-11%	-12%	13%	1.1
(9) CCCC(=O)Nc1ccc(N2CCN(C(=O)c3cccs3)CC2)cc1
    43%	-8%	-3%	-5.1%	0.1%	4%	-5%	19%	1.1
(10) CC(=O)C1=C(O)C(=O)N(Cc2ccccc2)C1c1cccc([N+](=O)[O-])c1 (configuration not stated)
    33%	-3%	-2%	30%	/	/	/	-1%	/
(11) COC(=O)CCCNC(=O)c1ccc2oc(CCCc3ccccc3)nc2c1
    -33%[20 µM]	-6%	-37%	-1.9%	/	/	/	6%	/
(12) COc1ccc(C2C(C#N)=C(N)Oc3c2oc(CO)cc3=O)c(OC)c1OC (configuration not stated)
    -20%	-3%	-5%	0.0%	5.0%	3%	30%	2%	1.1
(13) Cc1cc(S(=O)(=O)NCc2ccco2)c(C)cc1Cl
    -1%	-5%	-24%	-4.4%	/	/	/	-3%	/
(14) Cc1ccn2cc(CCNC(=O)C3CC=CCC3C(=O)O)nc2c1 (configuration not stated)
    9%	-15%	-1%	-2.7%	/	/	/	-12%	/
(15) O=C(Nc1cc(S(=O)(=O)N2CCOCC2)ccc1N1CCCC1)C1COc2ccccc2O1 (configuration not stated)
    -2%	-7%	2%	3.3%	/	/	/	16%	/

One compound at a time (already shown). Order of screens: KOR beta-arrestin-1, LYP inhibition, NOD1 inhibition, KOR beta-arrestin-2, XIAP displacement, human PMI inhibition, human PMI inhibitors, HEK293 NOD2/NF-kB, TNAP activation fold
Cc1cc(C)n2nc(S(=O)(=O)NC3CCCCC3)nc2n1 reads 12%, -5%, 5%, -1.9%, -1.8%, 11%, 12%, 6%, 1
COc1ccc(C2C(C#N)=C(N)Oc3c2oc(CO)cc3=O)c(OC)c1OC (configuration not stated) reads -20%, -3%, -5%, 0.0%, 5.0%, 3%, 30%, 2%, 1.1

Additional records:
Every second line gives: KOR beta-arrestin-1	LYP inhibition	NOD1 inhibition	KOR beta-arrestin-2	XIAP displacement	human PMI inhibition	human PMI inhibitors	HEK293 NOD2/NF-kB	TNAP activation fold
(16) CC(=O)Nc1ccc(C2(c3ccc(NC(C)=O)cc3)NC(=O)c3ccccc32)cc1
    10%	-9%	13%	-2.0%	/	/	/	7%	/
(17) CCc1noc(C)c1C(=O)Nc1sc(C(=O)N(C)C)c(C)c1C#N
    -55%	-6%	10%	9.9%	/	/	/	18%	/
(18) COC(=O)COc1ccc2c(=O)c(Oc3ccccc3)c(C)oc2c1
    -26%	-2%	21%	2.7%	-2.8%	14%	10%	12%	1
(19) O=C(CSc1ccccc1C(=O)O)NC1CCCCCCC1
    -43%	-7%	-15%	-2.7%	-2.3%	-4%	-9%	5%	1.1
(20) Cc1[nH]c2ccccc2c1/C=N/NC(=O)c1ccc(N)cc1
    1%	0%	2%	4.5%	/	/	/	12%	/
(21) NS(=O)(=O)c1ccc(CNC(=O)c2ccccn2)cc1
    2%	-9%	2%	/	/	/	/	18%	/
(22) COc1ccccc1CC(=O)Nc1ccc(O)cc1C(=O)O
    19%	-8%	-22%	-2.8%	0.7%	3%	2%	-9%	1.1
(23) CC(=O)c1cccc(CN2CCN(Cc3ccc(F)cc3)C(CCO)C2)c1 (configuration not stated)
    -19%[20 µM]	-9%	-13%	/	-8.2%	3%	0%	3%	1.1
(24) COc1ccc(Nc2cc(C)nc3ccc(OC)cc23)cc1
    -31%[20 µM]	-1%	-21%	-3.1%	/	/	/	20%	/
(25) Cc1ccc(C)c(NC(=O)c2ccc3nccnc3c2)c1
    2%	-3%	32%	-0.3%	/	/	/	5%	/
(26) Cn1cc(Cl)c(C(=O)OCC(=O)Nc2cccc(Cl)c2)n1
    -41%	-9%	-19%	-4.6%	/	/	/	-15%	/
(27) Cc1cc(/C=C(\C#N)C(=O)OCC#N)c(C)n1CC(C)C
    -21%[20 µM]	-2%	-19%	-6.6%	-8.7%	3%	5%	-20%	1.1
(28) CN(C)c1nc(N)nc(CSc2nc3c(c(=O)n(C)c(=O)n3C)n2Cc2ccccc2F)n1
    -6%	-7%	-34%	-5.1%	-3.6%	6%	3%	-3%	1
(29) CC1=C(C(=O)Nc2cccc(C(=O)NC(C)c3ccccc3)c2)SCCO1 (configuration not stated)
    13%[20 µM]	-1%	-11%	-4.8%	/	/	/	1%	/
(30) CCOCCCNC(=O)C(NC(=O)c1ccc2c(c1)OCO2)c1ccc(Cl)cc1 (configuration not stated)
    -20%	0%	-33%	3.4%	-2.2%	-7%	-7%	5%	1.1
(31) CC(C)Cn1c(=S)[nH]c2ccccc2c1=O
    -49%	-1%	-24%	2.4%	-6.5%	15%	13%	6%	1.1
(32) CCCCOc1ccc(C)cc1CN(CCO)CCO
    27%	-6%	6%	-0.6%	-6.4%	1%	-8%	-12%	1
(33) Cc1c(N=NC2=C(O)CC(C)(C)CC2=O)cc2c(c1[N+](=O)[O-])C(C)(C)CC2(C)C
    12%	-3%	2%	2.9%	/	/	/	-5%	/
(34) Cc1ccc2[nH]c(=O)c(CN(CCCN(C)C)C(=O)Nc3ccc(F)cc3)cc2c1
    -12%[20 µM]	2%	-19%	-3.1%	-3.4%	1%	1%	23%	1.1
(35) CCCc1cc(=O)[nH]c(SCc2cc(=O)oc3cc(C)c(C(C)C)cc23)n1
    6%	9%	-52%	0.5%	-13%	13%	8%	-2%	1.1
(36) O=C(Nc1nnc(SCc2cccc(F)c2)s1)c1ccco1
    -55%	1%	-40%	-0.1%	-3.3%	-10%	-3%	-23%	1
(37) C=CCn1c(SCC(=O)NCc2ccco2)nc2ccccc2c1=O
    -7%	3%	-39%	4.6%	-2.3%	0%	0%	6%	1.2
(38) O=C(COC(=O)CCC(=O)c1ccc2c(c1)OCCO2)NCc1ccc2c(c1)OCO2
    10%	-5%	7%	1.1%	-4.5%	2%	2%	12%	1.1
(39) COc1cc(-n2c(=O)c3ccccc3n(CC(=O)OCc3ccccc3)c2=O)cc(OC)c1OC
    -10%	-8%	-30%	0.8%	-4.8%	-8%	-14%	-2%	1.2
(40) O=C(/C(=N/O)n1cncn1)c1ccccc1Cl
    13%	-8%	-8%	-1.7%	/	/	/	9%	/
(41) COc1ccc(N(C(=O)c2snc(C(N)=O)c2N)C(C(=O)NC2CCCC2)c2ccco2)c(OC)c1 (configuration not stated)
    -23%	-6%	-25%	-1.7%	/	/	/	1%	/
(42) COc1ccc(-c2cc(C(=O)Nc3c(F)cc(F)cc3Br)no2)cc1
    6%	-11%	-2%	-0.6%	/	/	/	17%	/
(43) COc1ccccc1CCN=C(N)NS(=O)(=O)c1ccc(F)cc1
    -4%	-6%	-22%	1.0%	/	/	/	7%	/
(44) FC(F)(F)c1cc(-c2ccccc2)nc(-n2cncn2)n1
    -16%	2%	-26%	2.1%	-0.1%	7%	6%	2%	1.1
(45) Cc1ccccc1N(CC(=O)NCc1ccncc1)S(C)(=O)=O
    -19%	-11%	-11%	10%	-3.6%	-9%	-7%	-13%	1.1
(46) COc1cccc(CN2CCN(S(=O)(=O)c3ccc(Cl)s3)CC2)c1
    5%	-2%	-16%	6.3%	/	/	/	-2%	/
(47) C/C(Cn1nc([N+](=O)[O-])cc1C)=N\NC(=O)c1ccc(O)cc1O
    24%	-1%	2%	1.7%	-0.6%	2%	-1%	4%	1.1

Part of the list above, as a markdown table:
| cpd | SMILES | KOR beta-arrestin-1 | LYP inhibition | NOD1 inhibition | KOR beta-arrestin-2 | XIAP displacement | human PMI inhibition | human PMI inhibitors | HEK293 NOD2/NF-kB | TNAP activation fold |
| --- | --- | --- | --- | --- | --- | --- | --- | --- | --- | --- |
| 33 | Cc1c(N=NC2=C(O)CC(C)(C)CC2=O)cc2c(c1[N+](=O)[O-])C(C)(C)CC2(C)C | 12% | -3% | 2% | 2.9% | / | / | / | -5% | / |
| 34 | Cc1ccc2[nH]c(=O)c(CN(CCCN(C)C)C(=O)Nc3ccc(F)cc3)cc2c1 | -12%[20 µM] | 2% | -19% | -3.1% | -3.4% | 1% | 1% | 23% | 1.1 |
| 35 | CCCc1cc(=O)[nH]c(SCc2cc(=O)oc3cc(C)c(C(C)C)cc23)n1 | 6% | 9% | -52% | 0.5% | -13% | 13% | 8% | -2% | 1.1 |
| 36 | O=C(Nc1nnc(SCc2cccc(F)c2)s1)c1ccco1 | -55% | 1% | -40% | -0.1% | -3.3% | -10% | -3% | -23% | 1 |
| 37 | C=CCn1c(SCC(=O)NCc2ccco2)nc2ccccc2c1=O | -7% | 3% | -39% | 4.6% | -2.3% | 0% | 0% | 6% | 1.2 |
| 38 | O=C(COC(=O)CCC(=O)c1ccc2c(c1)OCCO2)NCc1ccc2c(c1)OCO2 | 10% | -5% | 7% | 1.1% | -4.5% | 2% | 2% | 12% | 1.1 |
| 39 | COc1cc(-n2c(=O)c3ccccc3n(CC(=O)OCc3ccccc3)c2=O)cc(OC)c1OC | -10% | -8% | -30% | 0.8% | -4.8% | -8% | -14% | -2% | 1.2 |

Compound activity as filed in PubChem.

Not all compounds are listed; rates above refer to the full screens.
